Compound activity (PubChem)
AGP1 TOR yeast = modulators of TOR pathway AGP1-GFP in S. cerevisiae | S. cerevisiae AGP1-GFP multiplex flow cytometry, 3 h; GFP as percent of DMSO wells | GFP response vs DMSO, % at 10 µM | hit rate 0.02% among 320,000;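 active = GFP response relative to DMSO above a set limit, near screen average plus 3 SD, cut at about 150% in these data; inconclusive = fewer than 70 cells counted for the yeast strain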;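 also: median GFP channel fluorescence of the gated AGP1 strain per well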
GLD-1 TGE inh = GLD-1-TGE RNA interaction inhibition (C. elegans) | Q17339 | purified GLD-1 + fluorescein TGE RNA, fluorescence polarization | inhibition, % at 5.96 µM | hit rate 0.44% among 320,000;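 active = percent inhibition above a per-plate cutoff, the plate mean of test compounds plus 3 SD, cut at about 30% in these data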;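 also: 0% = DMSO wells with GLD-1 and probe and 100% = wells lacking GLD-1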
CIT2-GFP yeast = modulators of TOR pathway CIT2-GFP in S. cerevisiae; S. cerevisiae CIT2-GFP strain, flow cytometry, 3 h; 100 means same as DMSO wells; hit rate 0.065% among 320,000; GFP response vs DMSO, % at 10 µM;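 active = GFP response relative to DMSO above a set limit, near the screen mean plus 3 SD, cut at about 150% in these data; inconclusive = Fewer than 70 cells measured for a yeast strain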;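 also: ratio of well median GFP fluorescence to mean of DMSO wells on the plate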
MEX-5 binding = C. elegans MEX-5 TCR-2 RNA binding activity. Q9XUB2. MEX-5/FITC-TCR2 RNA binding, fluorescence polarization; hits give low values. activity score (negative = inhibition of binding), % at 10 µM. hit rate 0.38% among 300,000. AID 1832;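 active = inhibition past about -25% in most replicates, and total fluorescence under double the plate's negative control median, limit read from the data; inconclusive = replicates evenly split on the limit, or fluorescence at least double controls; inactive = too little inhibition in most replicates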;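 also: 0% = DMSO and -100% = 5 µM competing unlabeled TCR2 RNA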
VLA-4 inh = inhibition in a human VLA-4 binding assay; VLA-4 expressing cells, ligand binding flow cytometry; inhibition, % (about 7 µM as worked out from the volumes in the protocol); hit rate 0.2% among 330,000; in the data active = inhibition above about 50%
Yeast superoxide = caloric restriction mimetics inhibiting age-related superoxide in yeast | S. cerevisiae aged cells, superoxide DHE fluorescence; hits give low values | hit rate 0.18% among 330,000 | superoxide response (% of plate mean), % at 10 µM;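 active = superoxide response under a set limit, about three screen SD below normal, cut at about 65% in these data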;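 also: yeast aged for seven days with compound at 30 °C before DHE staining; 100% = average MFI of all compound-treated wells on the plate with controls excluded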
GRK2 inh = blocks RNA aptamer binding to human GRK2; bead flow cytometry, FAM-aptamer displacement from GRK2; inhibition of aptamer binding, % at 10 µM; hit rate 0.59% among 330,000; AID 488847;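 active = inhibition of aptamer binding above 40%, roughly 3 SD of noise, on plates passing a quality check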;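 also: median bead fluorescence of bound FAM aptamer so fluorescent compounds give negative values; no value below 0 was filed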
Target sequence (P25098 whole entry, looked up): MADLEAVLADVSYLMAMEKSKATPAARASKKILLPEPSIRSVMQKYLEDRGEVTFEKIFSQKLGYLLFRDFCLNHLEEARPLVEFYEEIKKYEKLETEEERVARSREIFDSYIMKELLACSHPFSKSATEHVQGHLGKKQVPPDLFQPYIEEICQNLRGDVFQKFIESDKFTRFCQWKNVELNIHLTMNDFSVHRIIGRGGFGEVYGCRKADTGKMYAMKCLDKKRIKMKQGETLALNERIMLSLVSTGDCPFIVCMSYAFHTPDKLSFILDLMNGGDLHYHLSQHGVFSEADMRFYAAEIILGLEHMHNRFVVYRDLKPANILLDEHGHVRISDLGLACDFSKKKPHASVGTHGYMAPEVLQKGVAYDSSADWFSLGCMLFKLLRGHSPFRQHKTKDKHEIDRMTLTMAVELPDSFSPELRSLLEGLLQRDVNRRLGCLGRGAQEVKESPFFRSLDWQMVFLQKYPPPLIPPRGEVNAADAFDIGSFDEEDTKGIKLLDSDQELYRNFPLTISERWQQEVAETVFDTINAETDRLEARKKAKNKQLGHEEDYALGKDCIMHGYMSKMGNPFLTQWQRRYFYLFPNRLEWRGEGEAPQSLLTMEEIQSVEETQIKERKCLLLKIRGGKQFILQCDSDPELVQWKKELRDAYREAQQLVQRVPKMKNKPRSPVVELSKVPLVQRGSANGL
MCL1-BIM inh = disrupts human MCL1 binding to BIM-BH3 peptide | Q07820 | GST-MCL1 / FITC-Bim-BH3 fluorescence polarization | inhibition, % at 10.9 µM | hit rate 0.68% among 320,000;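 active = inhibition above the mean inhibition of all tested compounds plus 3 SD, set per campaign, cut at about 40% in these data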;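 also: 0% = DMSO wells and 100% = unlabeled Bim-BH3 peptide control; higher means more loss of mP so more displacement of Bim peptide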
Target sequence (Q07820 whole entry, looked up): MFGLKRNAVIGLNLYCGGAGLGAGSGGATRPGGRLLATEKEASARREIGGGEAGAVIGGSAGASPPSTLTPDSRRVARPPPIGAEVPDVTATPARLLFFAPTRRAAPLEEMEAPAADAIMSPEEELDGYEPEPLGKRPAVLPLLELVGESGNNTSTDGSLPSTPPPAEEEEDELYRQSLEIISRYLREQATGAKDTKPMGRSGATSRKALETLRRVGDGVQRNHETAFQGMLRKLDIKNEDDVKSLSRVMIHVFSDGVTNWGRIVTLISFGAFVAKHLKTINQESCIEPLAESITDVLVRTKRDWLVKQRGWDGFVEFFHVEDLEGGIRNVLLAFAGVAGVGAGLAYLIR
BCLXL inh = blocks human Bcl-xL binding to Bim BH3 peptide. GST-Bcl-xL / FITC-Bim BH3 peptide fluorescence polarization. inhibition, % at 10.9 µM. hit rate 0.7% among 320,000. AID 2129;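 active = inhibition above the mean of all tested compounds plus 3 SD, cutoff set per campaign, cut at about 30% in these data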;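 also: 0% = DMSO wells and 100% = unlabeled Bim-BH3 peptide competitor; inhibitors lower millipolarization by displacing the labeled peptide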
Active calls of the source: *; ? = inconclusive; nt = no result given.

SMILES	AGP1 TOR yeast	GLD-1 TGE inh	CIT2-GFP yeast	MEX-5 binding	VLA-4 inh	Yeast superoxide	GRK2 inh	MCL1-BIM inh	BCLXL inh
CCC(=O)N1CCc2cc(S(=O)(=O)CCC(=O)NCc3cccc(OC)c3)ccc21	91	6	102	4.5	16	99	0	-1	5
CC(C)(C)NCC(O)COc1ccc(Br)cc1 (centres undefined)	98	6	100	-0.4	8	109	0	-3	-6
O=C(CC(Sc1n[nH]c(-c2ccccc2)n1)c1ccccc1)NCc1ccccc1 (centres undefined)	102	1	112	-3.0	3	98	11	4	4
COc1ccc(-c2cc(-c3ccc(OC)cc3)nc(-c3ccc4c(c3)NC(=O)CO4)c2)cc1	107	2	98	0.5	3	98	2	3	1
CN(CC(=O)N1CCOCC1)S(=O)(=O)c1ccc2ccccc2c1	94	3	103	1.3	22	105	0	-1	10
CC(Cc1ccccc1)NC(=O)c1cc2ccccc2o1 (centres undefined)	91	9	97	-3.0	-5	90	2	4	6
O=C(Nc1cc(Cl)ncn1)c1ccccc1	88	5	93	-0.4	2	92	0	-7	-3
CCCCCOCC1CC(C/C(C)=N/Nc2nc(-c3ccccc3)cs2)C(=O)O1 (centres undefined)	92	1	93	-3.6	16	100	nt	4	9
COc1ccc(/C=C2\SC(N)=NC2=O)cc1	99	nt	101	3.0	-4	99	1	nt	nt
O=C(COCc1ccccc1)N[C@@H](Cc1ccc(O)cc1)C(=O)O	nt	4	nt	0.1	nt	nt	nt	5	2
COc1ccc(OC)c(S(=O)(=O)NCc2cc(-c3ccccc3)no2)c1	110	1	132	3.5	-9	107	0	-3	1
COCCN(Cc1ccccc1)C(=O)c1cc(-c2ccc(OC)c(OC)c2)nc2ccccc12	96	10	92	3.2	7	98	3	1	5
CC(=O)N1CCC(N(CCN2CCOCC2)C(=S)Nc2cc(C)ccc2C)CC1	119	-6	86	-0.6	11	112	1	3	1
NC(=O)N/N=C/c1c(F)cccc1F	112	7	111	-0.3	-24	89	3	-3	-3
Cc1ccc(S(=O)(=O)N(C)C)cc1NC(=O)c1cc(=O)c2ccccc2o1	107	2	104	-0.7	-8	90	0	5	8
N=c1c(C(=O)NC2CCCC2)cc2c(=O)n3ccccc3nc2n1CCCN1CCOCC1	?	-4	?	-1.3	1	94	2	3	13
CC1CCCCC1NC(=O)/C(C#N)=C/C=C/c1ccccc1[N+](=O)[O-] (centres undefined)	101	3	96	2.0	12	106	3	-4	7
COc1ccc(OC)c(N(CC(=O)Nc2ccc(NC(C)=O)cc2)S(C)(=O)=O)c1	110	-4	110	-1.2	24	98	0	-6	1
CCN(CC)S(=O)(=O)c1ccc2oc(Nc3ccc(OC)cc3)nc2c1	101	3	119	-1.3	6	116	0	3	4
Cc1ccc2nc(Nc3ccc4[nH]c(=O)[nH]c4c3)c(-n3nc(C)cc3C)nc2c1	95	6	94	-14	-111	117	1	-4	6
CC(=O)/C=C1\N(C)c2ccc(C)cc2C1(C)C	104	2	96	2.1	-463	109	3	3	4
Cc1ccccc1OCCC(=O)NNC(=O)c1ccccc1F	102	1	102	nt	-5	105	0	nt	nt
O=C(O)CCNc1ccc(NCCC(=O)O)c2c1C(=O)c1ccccc1C2=O	96	77*	95	-55*	-17	106	42*	154*	114*
O=c1[nH]c(CN2CCN(C/C=C/c3ccccc3)CC2)nc2ccccc12	100	1	99	1.4	-6	113	2	5	5
CCOC(CNc1ncnc2c1cnn2C)OCC	98	-1	91	-4.4	12	101	4	3	2

Following part
SMILES	AGP1 TOR yeast	GLD-1 TGE inh	CIT2-GFP yeast	MEX-5 binding	VLA-4 inh	Yeast superoxide	GRK2 inh	MCL1-BIM inh	BCLXL inh
Cc1ccc(CCNC(=O)CCn2c(=O)c3cccn3c3ccc(F)cc32)cc1	97	4	104	1.8	27	101	0	0	2
CCc1ccc(N(CC(=O)NC(C)(C)CC)C(=O)CCC(=O)Nc2nccs2)cc1	99	4	98	0.5	10	103	2	-6	6
O=C(NCCCN1CCCC1)c1ccc(CS(=O)(=O)c2c(Cl)cccc2Cl)o1	99	1	100	0.2	6	106	0	8	2
Cc1cc(-c2ccccc2)c2c3c(cn2n1)c(=O)n(C)c(=O)n3C	91	2	nt	3.0	9	106	0	8	2
CCOC(=O)c1sc(NC(=O)CSC(=S)N2CCOCC2)nc1C	111	6	106	1.0	1	97	0	0	-2
Cc1cn(-c2cc(C(=O)Nc3ccc(C)c(NC(=O)N4CCNC4=O)c3)cc(C(F)(F)F)c2)cn1	82	9	85	0.7	59*	100	0	0	2
CCOc1ccc(C(=O)NCC(c2cccs2)N(C)C)cc1 (centres undefined)	102	0	104	2.2	8	119	2	10	1
O=C(NNC1=Nc2cccc3cccc1c23)c1ccccc1Br	104	6	97	-2.8	0	105	2	-15	-1
N#CC(C#N)=C1NC(N)=C(C#N)C(c2ccccc2)=C1C#N	102	-18	100	-5.0	4	114	3	-19	-10
Cc1cc(OC(=O)c2ccc(OC(C)C)cc2)c([N+](=O)[O-])c(=O)[nH]1	102	9	115	-0.6	24	119	2	-5	0
CC(=O)c1c(C)[nH]c(=S)c(C#N)c1-c1ccc(F)cc1	110	11	96	-1.8	0	90	3	-3	8
C/C(=N\NC(=O)c1ccco1)c1ccc(C(=O)O)s1	89	2	92	-2.4	-6	97	0	2	9
COc1cccc(C(=O)Nc2nnc(C3CCCO3)s2)c1 (centres undefined)	86	-4	82	0.5	13	118	2	1	4
COc1ccc(NC(=O)CCC(=O)N/N=C/c2ccc([N+](=O)[O-])s2)cc1	95	-1	107	0.6	-88	92	1	8	11
COc1cc(C2C(C#N)=C(C)NC3=C2C(=O)CC(C)(C)C3)ccc1O (centres undefined)	93	3	100	-0.4	10	103	0	-1	2
O=C(Nc1ccnn1C1CCN(Cc2ccc(CO)o2)CC1)c1ccccc1	105	0	97	-1.3	-6	87	1	8	5
CC(=O)N1CCC2(CC1)NC(=O)N(c1ccccc1)N2	111	2	115	-1.6	-2	81	0	4	12
CCOc1cc(C(=O)CCC(=O)OCC(=O)NC(=O)NCC(C)C)ccc1O	101	3	100	-1.4	11	98	0	-8	-2
Cc1ccc(-n2c(N)cc(=O)nc2SCC(=O)NC2CCCCC2)cc1C	97	4	101	-1.0	-5	101	0	7	10
Cc1ccc(S(=O)(=O)N2CCCCC2)cc1NC(=O)c1ccc2c(=O)n3c(nc2c1)CCCCC3	105	-6	105	1.8	11	105	0	1	3
O=[N+]([O-])c1cc(/C=N/Nc2nc(N3CCOCC3)nc(N3CCOCC3)n2)ccc1Cl	96	4	96	-1.1	5	86	0	11	7
S=C(NCc1ccccc1)Nc1cccc2cnccc12	93	-11	107	-4.4	0	98	0	7	3
S=c1nc[nH]c2c1sc1nc(N3CCOCC3)c3c(c12)CCCC3	94	6	97	-3.3	-7	110	4	-15	-4
CCOC(=O)C1CCCN(C(=O)c2cn(C)c3ccc(S(=O)(=O)N4CCCC4)cc3c2=O)C1 (centres undefined)	?	0	?	nt	0	100	0	3	1
CN(CCOc1ccccc1)CCOc1ccccc1	95	3	99	0.4	0	113	0	4	5

The results go on.
SMILES	AGP1 TOR yeast	GLD-1 TGE inh	CIT2-GFP yeast	MEX-5 binding	VLA-4 inh	Yeast superoxide	GRK2 inh	MCL1-BIM inh	BCLXL inh
CCCS(=O)(=O)N1CCN(C2Cc3ccccc3C2)CC1	98	3	97	0.9	0	96	3	1	0
Cc1ccc(/C=N\NC(=O)c2cncc(Br)c2)o1	104	-6	104	0.7	6	102	1	6	8
Cc1ccccc1OCC(O)CN (centres undefined)	96	1	103	3.1	-2	91	1	3	0
CCN1CC(CNCc2cn(-c3ccc(OC)cc3)nc2-c2ccccc2Cl)CC1=O (centres undefined)	113	3	104	-2.5	5	112	0	6	-1
Fc1cccc(NC(=S)NCC(c2cccnc2)N2CCOCC2)c1 (centres undefined)	101	5	100	0.2	15	103	5	15	5
CC(=O)c1ccc(N2CCN(C(=O)c3ccc4ccccc4n3)CC2)cc1	100	1	96	-0.9	-8	94	0	8	7
Cc1ccc(NC(=O)CCc2nc3ccccc3c(=O)[nH]2)cc1S(=O)(=O)N1CCOCC1	103	2	109	0.7	-7	93	0	-12	-14
CN(C)c1nc(SCc2ccc(Cl)cc2)nc2c1CCCC2	97	-2	106	-0.9	4	92	1	7	6
COc1cccc(/C=N/Nc2c(Cl)cncc2Cl)c1O	93	3	91	3.4	-5	116	2	3	-1
O=S(=O)(N=S(N1CCCCC1)N1CCCCC1)c1ccccc1	100	0	98	-1.7	-1	96	1	8	3
CC(=O)C(C(C)=O)C(c1ccccc1)c1nc2ccccc2[nH]c1=O (centres undefined)	104	nt	102	-0.5	-2	104	1	nt	nt
COc1ccc2nc(NC(=O)CSCC(=O)Nc3cc(C)on3)sc2c1	100	7	100	-1.6	44	100	3	7	3
c1ccc(Nc2nc(-c3ccncc3)cs2)cc1	nt	2	?	-1.1	8	98	0	3	4
Cc1cccc(-n2c3nc(=O)[nH]c(=O)c-3cc3c(C)nn(-c4ccccc4)c32)c1C	101	8	99	1.3	-8	83	1	-7	0
CCn1c(C)nc2cc(C(=O)NNC(=O)[C@@H](NC(=O)c3cc(OC)cc(OC)c3)C(C)C)ccc21	110	1	101	nt	6	100	0	nt	nt
CC(=O)NC(C)c1nc2ccccc2n1CC(=O)NC(C)CCc1ccccc1 (centres undefined)	93	6	102	1.4	-5	93	0	0	-12
C(=N/N1CCN(c2ccccc2)CC1)/c1cccs1	103	0	101	-0.2	18	107	0	3	-1
CCOC(=O)C1=C(COC(=O)Cc2ccc(OC)c(OC)c2)NC(=O)NC1C (centres undefined)	97	-1	83	nt	7	83	6	8	5
CNS(=O)(=O)c1cccc(C(=O)OC2CCOC2=O)c1 (centres undefined)	103	14	107	0.2	-489	132	34	-5	5
CN(C)CCC(O)c1ccccc1 (centres undefined)	115	-6	105	3.4	12	98	0	3	2
Cc1ccc(OCc2nnc(SCC(=O)Nc3sc(C)c(C)c3C#N)n2C)cc1	105	0	102	-0.2	12	103	0	-5	-2
COc1ccc(C2=NN(C(=O)COC(=O)c3ccc(S(C)(=O)=O)c([N+](=O)[O-])c3)C(c3ccco3)C2)cc1 (centres undefined)	99	-1	107	nt	34	120	0	nt	nt
O=C(NCc1cccs1)C1CC(=O)N(Cc2ccccc2)C1 (centres undefined)	107	5	108	nt	0	114	0	nt	nt
Cc1nc2ccccc2c(-c2ccccc2)c1C(=O)c1ccccc1	92	4	nt	-1.3	-1	98	4	7	4
O=C(COc1ccc2c(-c3ccccc3)cc(=O)oc2c1)NCC(O)c1ccccc1 (centres undefined)	95	2	88	-1.4	10	140	0	-14	-8
CN1/C(=C\C(=O)c2cccc(S(=O)(=O)N3CCCCC3)c2)C(C)(C)c2ccccc21	109	6	162*	0.8	5	88	5	3	2
CC1=C(C(=O)OCc2ccccc2)C(c2ccc3c(c2)OCO3)NC(=O)N1CCCC(=O)O (centres undefined)	95	-4	93	4.3	32	94	0	0	3
CCc1ccc(N(CC)c2ncnc3nc[nH]c23)cc1	108	0	84	2.0	6	104	1	5	4
